From PubChem
MT1-MMP act inh = inhibitors of human MT1-MMP activation; P50281; HT1080 RFP-PRO-GFP cells, GFP/RFP ratio fluorescence, overnight; percent of plate control window, DMSO zero; GFP/RFP ratio change, % at 20 µM; actives 0.061% (n = 360,000); AID 651647;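 active = GFP/RFP ratio change of at least 30% with cell ATP level not reduced by more than half and red fluorescence within 50% of control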; also: strong numbers were not always called active
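system = RFP-PRO-GFP reporter HT1080 cells | dosing = 20 µM single dose, 1% DMSO | timing = overnight cell settling, then overnight compound exposure, 37 °C, 5% CO2 | read-out basis = GFP/RFP fluorescence ratio | controls = DMSO and RFP-L50D-GFP cell wells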
eLon inh = inhibitors of E. coli Lon protease; P0A9M0; purified E. coli Lon protease, fluorescence polarization; inhibition, % at 7.94 µM; actives 0.42% (n = 360,000); AID 602123; in the data active = inhibition above about 13%, passing the limit was not always enough;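 also: 0% = enzyme with probe and DMSO and 100% = no enzyme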
CendR NRP1 mod = alters CendR peptide binding to human NRP-1; O14786; FAM-RPARPAR peptide binding to NRP-1, fluorescence polarization; inhibition, % at 25 µM; actives 0.85% (n = 360,000); AID 602438;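 active = inhibition or corrected inhibition above about 18%, plus a signal ratio from 0.5 to 1.5, limit read from the data, passing the limit was not always enough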; also: strong numbers were not always called active
SKN-1 inh = inhibitors of C. elegans SKN-1. inhibition, % at 21.8 µM. actives 0.49% (n = 360,000). AID 624304. C. elegans VP596 Pgst-4::GFP/RFP ratio, acrylamide-induced, 24 h;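 active = interference check ratio from 0.5 to 1.5 plus GFP to RFP signal ratio inhibition reaching or exceeding a fixed threshold, cut at about 30% in these data, passing the limit was not always enough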; also: some compounds called inactive have numbers as strong as hits
FAS-TE inh = FAS thioesterase (human) inhibition. recombinant FAS-TE, OMFH fluorogenic substrate, fluorescence endpoint. inhibition, % at 15 µM. P49327. actives 0.67% (n = 360,000);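 active = compounds whose normalised, plate-corrected inhibition of enzyme fluorescence in the single-dose primary screen is 50% or more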;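 also: 0% = DMSO with enzyme and 100% = substrate without enzyme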
MLLE-PAM2 inh = inhibitors of microRNA-mediated deadenylation, human PABP1 MLLE binding. P11940. GST-MLLE / FITC-PAM2 fluorescence polarization. inhibition, % at 20 µM. actives 0.36% (n = 360,000); in the data active = inhibition above about 35%, passing the limit was not always enough;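 also: plate controls were DMSO wells with GST-MLLE for no effect and wells lacking GST-MLLE protein for full effect; some results filed as inactive read as strong as hits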
Target sequence (P11940 whole entry, looked up): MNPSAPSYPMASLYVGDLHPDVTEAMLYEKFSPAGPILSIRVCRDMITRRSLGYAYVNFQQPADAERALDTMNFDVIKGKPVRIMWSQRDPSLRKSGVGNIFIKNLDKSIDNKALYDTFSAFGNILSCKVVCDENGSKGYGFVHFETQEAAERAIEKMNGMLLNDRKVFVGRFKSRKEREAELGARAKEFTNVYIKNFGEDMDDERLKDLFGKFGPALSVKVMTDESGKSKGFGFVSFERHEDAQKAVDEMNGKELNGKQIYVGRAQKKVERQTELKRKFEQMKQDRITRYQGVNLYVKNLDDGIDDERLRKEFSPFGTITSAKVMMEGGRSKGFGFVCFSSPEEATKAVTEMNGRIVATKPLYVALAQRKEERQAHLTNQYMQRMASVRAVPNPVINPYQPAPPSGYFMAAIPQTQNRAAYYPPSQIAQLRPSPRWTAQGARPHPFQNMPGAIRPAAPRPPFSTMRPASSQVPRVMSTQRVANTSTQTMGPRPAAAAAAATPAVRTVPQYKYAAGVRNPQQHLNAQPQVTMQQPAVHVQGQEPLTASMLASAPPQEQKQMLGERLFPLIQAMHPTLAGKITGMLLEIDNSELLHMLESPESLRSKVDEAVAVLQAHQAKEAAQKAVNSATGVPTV
Rin1 Abl inh = inhibitors of human Rin1-Abl protein interaction; P00519+Q13671; TR-FRET Rin1/Abl binding, biochemical; inhibition, % at 7.35 µM; actives 0.4% (n = 360,000); AID 588664; in the data active = inhibition above about 5%, passing the limit was not always enough
Neddylation inh = inhibitors of human cullin neddylation; calls only at 25 µM; P61081+Q13564; actives 0.58% (n = 360,000); AID 651699; TR-FRET cullin neddylation, biochemical; in the data active = inhibition above about 36%
bovine MsrA act = activates bovine MsrA enzyme. AID 602163. actives 0.3% (n = 360,000). purified bovine MsrA, absorbance read-out. activation, % at 10.6 µM; in the data active = activation above about 7.5%;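 also: 0% = vehicle and 100% = reference activator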
Numbers without * were called inactive; i = inactive; nt = no result given; + = active, no number. This is a random part of the collection (roughly 4% active in at least one column).

Structure	MT1-MMP act inh	eLon inh	CendR NRP1 mod	SKN-1 inh	FAS-TE inh	MLLE-PAM2 inh	Rin1 Abl inh	Neddylation inh	bovine MsrA act
COc1cc(/C=C/CNC[C@H]2O[C@@H](n3cc(C)c(=O)[nH]c3=O)C[C@@H]2O)ccc1O	1	0	-4	4	-5	-8	-1	i	-3
CCn1c(=O)c2cc(C(=O)N3CCOCC3)sc2c2ccccc21	1	-1	4	4	-6	1	-5	+	-2
CCn1c(SCC(=O)Nc2ccc(OC)cc2)nc2c(c1=O)SCC2	0	10	11	-5	-3	2	2	i	-5
CC(C)c1nc2sc3c(NCc4ccccc4)ncnc3c2c2c1COC(C)(C)C2	-1	7	7	-2	21	-7	0	i	3
OCC[C@H]1C[C@@H](O)[C@H](O)[C@]2(OCCCc3ccccc32)O1	1	-12	-7	-2	-3	-2	4	i	0
CCN(C(=O)C(C)Sc1ccc(S(=O)(=O)N2CCN(C)CC2)cn1)c1ccccc1 (centres undefined)	2	2	5	9	-1	7	0	i	-1
CC1Cc2[nH]c(=S)[nH]c(=O)c2C(c2ccc(C(C)C)cc2)O1 (centres undefined)	7	-2	-8	11	-11	nt	nt	i	-11
O=C(N[C@H]1C/C=C\C[C@@H](CC(=O)N(CCO)Cc2ccccc2)C(=O)N2CCC[C@@H]2COC1=O)OCC1c2ccccc2-c2ccccc21	-3	-3	14	-13	-6	8	3	i	1

Overlap with the part before: 2 compounds, then new ones.
Structure	MT1-MMP act inh	eLon inh	CendR NRP1 mod	SKN-1 inh	FAS-TE inh	MLLE-PAM2 inh	Rin1 Abl inh	Neddylation inh	bovine MsrA act
CC1Cc2[nH]c(=S)[nH]c(=O)c2C(c2ccc(C(C)C)cc2)O1 (centres undefined)	7	-2	-8	11	-11	nt	nt	i	-11
O=C(N[C@H]1C/C=C\C[C@@H](CC(=O)N(CCO)Cc2ccccc2)C(=O)N2CCC[C@@H]2COC1=O)OCC1c2ccccc2-c2ccccc21	-3	-3	14	-13	-6	8	3	i	1
CCCCN1C2CCCC1CC(NC(=O)c1ccc(OC)c(OC)c1)C2 (centres undefined)	4	-3	14	-4	-3	-6	4	i	-1
CC(C)=CCN1CCN(Cc2ccc3nsnc3c2)CC1CCO (centres undefined)	3	-2	9	7	-7	-6	0	i	-1
Nc1nc2ccccc2nc1N	4	16	4	-21	-4	-10	0	+	-2
CCCCn1c(N)c(-c2nc3ccccc3s2)c2c([N+](=O)[O-])nn(CC)c(=O)c21	8	3	-6	-7	14	-1	-3	i	-7
COc1ccc(/C=N/N2C(=O)CSC2=S)cc1	1	-15	-15	-18	-8	14	0	i	-10
CCOc1ccccc1C(=O)N1CCN=C1SCc1cccnc1	-1	8	7	16	-2	40*	0	i	-3
Cc1cccc(NC(=O)C2CCN(S(=O)(=O)c3cccc4nonc34)CC2)c1	-5	2	0	1	-1	5	1	i	-5
CC(Oc1ccccc1F)C(=O)NNC(=O)C1CC(=O)N(c2ccc3c(c2)OCCO3)C1 (centres undefined)	-3	-2	9	16	-6	-13	-1	i	1
Cn1cnnc1SCc1ccc(C(=O)N=Nc2c(O)n(C)c3ccccc23)cc1	7	1	-9	10	-5	-28	-15	i	-7
CCCCOc1ccc(C(=O)OCC(=O)NC2CCCC2)cc1	-4	-11	7	15	3	4	4	i	-1
CCc1cccc(C)c1NC(=O)C1=C(C(=O)O)CCCC1	-5	19*	1	-2	-11	38	-6	i	-3
CC(C)c1nc2ccc(C(=O)O)cc2[nH]1	-2	-2	0	-9	-12	2	1	i	-9
Cc1cc(SCC(=O)c2ccc3c(c2)OCO3)nc2ccccc12	1	-11	-8	0	28	15	3	i	-3
Cc1ccc(OCC(=O)NNC(=S)NC(=O)c2ccc(Br)o2)c(C)c1	1	4	12	-27	-1	16	-2	i	-1
Cc1ccc(-c2noc(C3CCCN(C(=O)c4c(F)cccc4F)C3)n2)cc1 (centres undefined)	8	-4	-1	10	-5	-1	0	i	-1
CCCCNC(=O)c1ccc(CS(=O)(=O)Cc2ccccc2F)o1	-1	-7	1	0	-3	-3	-2	i	0
Cc1ccccc1-c1n[nH]c(=S)n1/N=C/c1ccc(-c2ccccc2Br)o1	4	3	-9	0	10	-92	-59	i	0
CC1(C)CC(NC(=O)CCC2CCCC2)CC(C)(C)N1	1	-2	-2	-29	-5	-2	-2	i	-3
COC(=O)C1CSC(C(=O)OC)N1C(=O)Nc1ccc(Cl)c(Cl)c1 (centres undefined)	-1	9	-11	-3	-6	-9	0	i	-2
Fc1ccc(-n2c(-c3cccs3)nc3nc4ccccc4nc32)cc1	15	3	-8	8	-6	5	1	nt	2
CCC(C)(C)n1nnnc1CN1CCN(c2ccc(OC)cc2)CC1	0	10	-4	-15	-2	-20	1	i	-1
COc1ccc(NS(=O)(=O)c2ccc(C)c(C(=O)N(C)CC(=O)Nc3cccc(OC)c3)c2)cc1	3	-17	8	6	7	-17	3	i	-2
COc1ccc(S(=O)(=O)N2CCC(C(=O)NC3CC3)CC2)cc1OC	-2	-4	13	14	-8	3	1	i	-3
CN(C(=O)c1cccn(Cc2ccccc2)c1=O)c1ccccc1	-5	-1	2	-8	-4	-3	0	i	-3
CC(=O)c1c(C)[nH]c(C(=O)CSc2nnc(NC3CC3)s2)c1C	8	6	-4	3	-1	-19	-1	i	-3
O=C(NCc1nc(-c2ccccc2)no1)c1ccc2c(c1)OCO2	-3	3	3	2	0	6	0	i	-9
COc1ccc(C(=O)N2CCN(Cc3ccccn3)CC2)cc1	-1	0	11	5	-10	-6	4	i	-3
CCc1ccccc1NC(=O)CSc1nnc([C@@H](NC(=O)OC(C)(C)C)C(C)CC)o1 (some centres undefined)	2	2	-2	4	-6	-2	1	i	0
COc1ccc(Cl)cc1NCCC(O)c1ccc(F)cc1 (centres undefined)	4	-4	4	-10	8	-5	0	i	-1
Nc1nnc(SCC(=O)OCC(=O)NC23CC4CC(CC(C4)C2)C3)s1	-2	-4	-1	9	-6	-6	0	i	-3
Cc1cc(C)c2ccc(N)nc2c1O	10	2	5	-15	0	7	-2	i	-3
O=C(c1ccc2c(c1)OCO2)N(c1ccc(Cl)cc1)C1C=CS(=O)(=O)C1 (centres undefined)	3	-5	2	4	0	-4	2	i	0
Cc1ccc(N2C(=O)CN(Cc3sccc3C)C2=S)cc1C	-5	-10	-3	11	20	-12	-1	i	-3
Cc1cccn2c(=O)nc(SCC(=O)NCc3ccccc3)nc12	-1	4	-6	6	0	-11	2	i	1
COCCNC(=O)CSCc1c(F)cccc1Cl	-1	-2	4	12	-4	1	3	i	-1
CC(C)(O)C#Cc1ccc(C(=O)NCCC(=O)O)s1	-3	0	8	0	-6	15	-1	i	-3
CCOC(=O)c1[nH]c2cc(OC)c(OC)cc2c1NC(=O)c1ccc2c(c1)OCO2	4	-3	-14	-9	-3	2	-1	i	-18
OCCOCCNc1ncnc2c1cnn2-c1ccc(Cl)cc1	0	1	7	-8	-3	-1	-2	i	-3
Cc1c(C(=O)N2CCc3ccccc32)cnn1C	3	-3	13	-5	-10	7	0	i	-2
COc1ccc(/C=C2\SC(=O)N(CC(=O)NCCC(C)C)C2=O)cc1OC	5	6	-15	-8	5	18	-2	nt	-6
O=C(O)c1cc(=O)c2c(OCC(O)COc3cccc4oc(C(=O)O)cc(=O)c34)cccc2o1	0	-15	3	-7	-3	9	-2	i	-3
Cc1ccc(NC(=O)CCC(=O)NNC(=O)CCc2ccccc2)c(C)c1	4	7	-12	4	-4	11	-1	i	-5
O=C(NCCCn1ccnc1)c1cc(-c2ccc3c(c2)OCO3)on1	6	2	-4	15	-10	3	2	i	-1
CCC(=O)c1ccc(OCC(=O)NC2(C#N)CCCCC2)cc1	-2	-4	-19	3	-3	-10	1	i	-2
Cc1ccc(C(C(=O)NC2CCCC2)N(Cc2ccco2)C(=O)CCC(=O)Nc2ccccn2)cc1 (centres undefined)	-3	-10	3	11	1	-7	-5	i	-3
O=C(N/N=C/c1cc(Br)c(Br)o1)c1cccnc1	-11	27*	31*	-9	-7	59*	1	i	-5
Cc1noc(C)c1S(=O)(=O)N1CCC(C(=O)N(C)Cc2ccccc2)CC1	9	1	-1	23	0	-4	0	i	-2
Cc1ccc(C)c(NS(=O)(=O)c2ccc(OCC(=O)N3CCOCC3)cc2)c1	0	13	-4	12	-7	15	-1	i	2
COc1ccc(/C=C/C(=O)N(CCC(N)=O)c2ccccc2)cc1S(=O)(=O)N1CCOCC1	12	-4	7	9	-9	-60	-4	i	-2
COC(=O)[C@@]1(Cc2ccc(OC)cc2)[C@H]2c3cc(C(=O)N4CCCC4)n(Cc4ccccc4)c3C[C@H]2CN1C(=O)c1ccccc1	-21	11	-6	15	22	nt	nt	i	-2
C/C=C/c1ccc(OCCCCN2CCC(C)CC2)c(OC)c1	4	-13	1	6	-1	-4	1	i	-4
CCOC(=O)c1[nH]c2ccc(OC)cc2c1NS(=O)(=O)c1ccc(OC)cc1OC	0	-5	-3	-8	5	-10	4	i	9.7*
CCOc1cc(Cl)c(NC(C)=O)cc1OCC	0	3	-6	12	-2	-6	-2	i	-5
O=C(CSc1nnc2ccc(-c3ccccn3)nn12)Nc1cccc(F)c1	0	-6	-12	11	-3	2	-2	i	-1
COc1ccc(-n2nnc3c(=O)n(CC(=O)N4CCCC4)cnc32)cc1	-2	3	7	7	-10	-1	5.0*	i	-4
CCCN(CC(=O)Nc1ccc(C(N)=O)cc1)CC(=O)Nc1ccccc1C	-2	-3	6	-1	-4	-60	0	i	-1
CCCc1nc2ccc(NC(=O)c3ccco3)cc2c(=O)n1Cc1ccccc1Cl	12	4	-7	-16	20	-17	0	i	-5
O=C(Nc1nccs1)C1Cc2ccccc2CN1S(=O)(=O)c1ccc(F)cc1 (centres undefined)	-13	3	-12	-4	4	5	4	i	-11
CCC(=O)Nc1ccc(C(=O)NNC(=O)c2cccc(C)c2)cc1	2	-1	18	13	-5	21	3	i	1
